Screening data deposited in PubChem BioAssay by National Center for Advancing Translational Sciences (NCATS).
PGK inhibitor: inhibitors of T. brucei phosphoglycerate kinase; Potency, µM (doses to about 57.5 µM), inactives show top-dose activity change, negative = inhibition, most hits filed as inhibitors; 0.043% of 380,000 active; PGK/GAPDH coupled, Kinase-Glo luminescence, 60 min; AID 602233; further: on the % scale 0 is the no-effect control and ±100 the full control effect; nearly all actives have a fitted effect of over 60% in size
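Luminescent ATP detection (Kinase-Glo Plus) follows a 60-minute room-temperature incubation, with wells lacking PGK as controls. Buffer: 100 mM TEA (pH 7.6), 5 mM MgCl2, 0.01% Tween-20. Coupling enzyme GAPDH (100 nM final) supplies unstable 1,3-BPG in-well.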
GLS inh: blocks human kidney-isoform glutaminase activity | O94925 | GLS enzymatic activity, qHTS titration | Potency, µM (titrated, usually from 45.5 µM), inactives show top-dose activity change, negative = inhibition, hits mostly inhibitors | 0.21% of 410,000 active; further: on the % scale 0 is the no-effect control and ±100 the full control effect
Target sequence (O94925 whole entry, looked up, canonical isoform): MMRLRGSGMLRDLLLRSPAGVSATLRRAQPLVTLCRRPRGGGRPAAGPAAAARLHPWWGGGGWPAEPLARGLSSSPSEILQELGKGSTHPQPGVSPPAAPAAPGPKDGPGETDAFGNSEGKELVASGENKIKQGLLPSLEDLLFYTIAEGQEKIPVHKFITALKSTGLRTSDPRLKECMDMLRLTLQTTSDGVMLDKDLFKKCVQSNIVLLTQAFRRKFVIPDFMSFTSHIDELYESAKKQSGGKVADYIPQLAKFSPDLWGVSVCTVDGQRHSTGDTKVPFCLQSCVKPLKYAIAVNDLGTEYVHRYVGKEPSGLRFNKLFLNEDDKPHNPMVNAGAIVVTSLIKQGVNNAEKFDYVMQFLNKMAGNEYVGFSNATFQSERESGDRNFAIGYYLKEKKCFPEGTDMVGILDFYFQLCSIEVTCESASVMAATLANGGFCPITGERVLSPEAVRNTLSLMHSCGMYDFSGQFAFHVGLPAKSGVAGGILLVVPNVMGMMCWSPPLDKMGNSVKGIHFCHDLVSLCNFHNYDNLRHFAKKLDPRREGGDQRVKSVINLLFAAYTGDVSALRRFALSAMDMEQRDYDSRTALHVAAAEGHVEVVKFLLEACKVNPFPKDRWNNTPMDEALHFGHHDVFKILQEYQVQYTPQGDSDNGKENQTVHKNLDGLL
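Glutamate formation by hKGA was monitored fluorometrically using coupled glutamate oxidase, HRP and Amplex Red. Substrate was added as 1 mM L-glutamine solution; incubation was 30 min at RT after an initial read.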
12-LOX inh: blocks human arachidonate 12S-lipoxygenase. AID 1671190. Potency, µM (highest dose often 108 µM), for the others: at the top dose activity change, negative = inhibition, hits mostly inhibitors. 1.1% of 580,000 active. purified 12hLO, xylenol orange hydroperoxide absorbance; further: on the % scale 0 is the no-effect control and ±100 the full control effect
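Hydroperoxide product was detected by ferrous iron/xylenol orange as the 573 to 405 nm absorbance ratio. Arachidonic acid at 40 uM (final) was turned over for 30 min at room temperature by 150 nM human 12hLO, pH 7.0 Hepes buffer, after 15 min compound preincubation.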
RGS4 inhibitor: inhibitors of human regulator of G protein signaling 4; 0.039% of 390,000 active; P49798; AID 504845; Transcreener GDP fluorescence polarization, RGS4-accelerated GTP hydrolysis; Potency, µM (doses to about 114 µM), for the others: at the highest dose activity change, negative = inhibition, hits mostly inhibitors; further: on the % scale 0 is the no-effect control and ±100 the full control effect; nearly all actives have a fitted effect of over 75% in size; some results filed as inactive show a strong effect at the top dose
Target sequence (P49798 whole entry, looked up): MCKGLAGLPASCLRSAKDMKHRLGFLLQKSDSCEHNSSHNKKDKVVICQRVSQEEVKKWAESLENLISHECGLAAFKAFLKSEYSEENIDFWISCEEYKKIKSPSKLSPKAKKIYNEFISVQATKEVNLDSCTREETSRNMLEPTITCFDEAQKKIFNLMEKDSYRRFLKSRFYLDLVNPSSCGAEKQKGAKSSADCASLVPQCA
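MLSMR compounds (23 nl, pin-transferred) preincubated 10 min at room temperature with a 500nM (2x) first reagent, then RGS4 at 900nM (2x) plus Transcreener GDP mix added; fluorescence polarization (620/688 nm) read before and after 90 min at 30 °C.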
ERG Ets-DNA blk: inhibitors of human ERG Ets domain-DNA interaction; 0.028% of 370,000 active; Potency, µM (titrated, usually from 76.9 µM), for inactives: at the top dose FP activity, negative = inhibition, hits mostly inhibitors; AID 624246; fluorescence polarization, His-ERG Ets domain / labelled DNA; active means well fitted inhibition curve with a large enough effect in the polarisation, with a control signal flat; inconclusive means small, poorly fitted or top-dose-only effect, or effect the other way, or a change in a side signal; inactive means no such curve, though single readings can be large or run the other way; the % refers to the polarisation;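 further: polarization taken with two DNA probes labelled with fluorescein and Texas red; % of control where 0% means no effect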
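His-tagged ERG Ets domain (1 uM in the protein solution; 300mM KCl, 50mM Tris-HCl, 1mM EDTA, 1mM DTT, pH 7.5) received compound, then a probe mix of 5 nM fluorescein-DNA and 100nM Texas-615-DNA. Fluorescence polarization was read for both dyes.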
TrxR1 inh: inhibitors of rat thioredoxin reductase 1. Potency, µM (top dose mostly 114 µM), without a hit: top-dose activity change, negative = inhibition, most hits filed as inhibitors. 1% of 390,000 active. recombinant rTrxR1, NADPH fluorescence consumption, selenite substrate. O89049. AID 588453; further: on the % scale 0 is the no-effect control and ±100 the full control effect; nearly all actives have a fitted effect of over 65% in size
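Rat TrxR1 (90 nM in the dispensed reagent) was pre-reduced with 400 uM NADPH for 5 min at room temperature, then incubated with compound for 15 min. After 400 uM selenite was added, NADPH fluorescence (Ex 340/Em 450 nm) was followed for 8 min.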
JMJD2A Tudor inh: blocks the human JMJD2A Tudor domain; O75164; AlphaScreen JMJD2A-Tudor / H3K4me3 peptide binding; Potency, µM (titrated, usually from 114 µM), for inactives: at the top dose activity change, negative = inhibition, hits mostly inhibitors; 4.4% of 390,000 active; AID 504339; further: on the % scale 0 is the no-effect control and ±100 the full control effect; nearly all actives have a fitted effect of over 50% in size
Pin1 inhibitor: inhibitors of human Pin1. Q13526. Pin1 FP peptide displacement, HiFluor488, 10 min. Potency, µM (titrated, usually from 115 µM), for inactives: at the highest dose activity, negative = inhibition, actives largely listed as inhibitors. 0.009% of 390,000 active. AID 504891; active means well fitted inhibition curve with a large enough effect in the polarisation, with a control signal flat, not every such curve was filed as active; inconclusive means small, poorly fitted or top-dose-only effect, or effect the other way, or a change in a side signal; inactive means no such curve, though single readings can be large or run the other way; the % refers to the polarisation; further: on the % scale 0 is the no-effect control and ±100 the full control effect
HP1b chromo inh: inhibitors of HP1-beta chromodomain binding to methylated histone tails; 0.56% of 390,000 active; Potency, µM (top dose mostly 114 µM), for inactives: at the highest dose activity change, negative = inhibition, most hits filed as inhibitors; AlphaScreen HP1-beta / biotin-H3K9me3 peptide binding; P83916; further: nearly all actives have a fitted effect of over 70% in size; inactives centre near 23
Target sequence (P83916 whole entry, looked up): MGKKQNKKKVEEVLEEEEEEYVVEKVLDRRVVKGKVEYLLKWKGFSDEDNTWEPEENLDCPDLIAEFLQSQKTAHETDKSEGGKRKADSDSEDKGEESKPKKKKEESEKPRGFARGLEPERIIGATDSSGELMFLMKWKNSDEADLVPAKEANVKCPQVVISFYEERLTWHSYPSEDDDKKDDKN
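HP1-beta protein (50 nM final) preincubated 30 min at room temperature with biotinylated H3(1-18)K9me3 peptide (50 nM) in PBS pH 7.4, 0.01% Tween-20, then compound added for 30 min. AlphaScreen streptavidin donor/nickel chelate acceptor beads (10 ug/mL final), 30 min dark, luminescence read.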
* marks the source's active call; other numbers are inactive results; i = inactive; ? = inconclusive; . = not tested or not shown; [ ] = another dose, or the depositor's remark. Unless noted, the call rests on the fitted dose curve; in most records, active means well fitted curve in the direction sought with a large enough effect; inconclusive means small, poorly fitted or top-dose-only effect, or another doubt; inactive means no such curve, though single readings can be large; an effect the other way counts as inactive or inconclusive. Potency means the concentration at half of the fitted maximal effect. These rows are one share of the data; rates above refer to the full screens.

SMILES	PGK inhibitor	GLS inh	12-LOX inh	RGS4 inhibitor	ERG Ets-DNA blk	TrxR1 inh	JMJD2A Tudor inh	Pin1 inhibitor	HP1b chromo inh
CCOC(=O)C1=C(c2ccccc2)Nc2c(c(=O)n(C)c(=O)n2C)C1c1ccc(O)c(OC)c1 (stereo unspecified)	13%	35%[activator]	0%	29%	-2%	-9%	-11%	4%	29%
Cc1cc(CCNC=O)c(C)c2c1sc1ccccc12	16%	-6%	0%	9%	4%	-4%[11.4 µM]	-2%	-3%	28%
CC(=O)Nc1cc(C(=O)Nc2ccc3c(c2)N(C)C(=O)c2ccccc2S3)ccc1C	0%	0%	?	-4%	11%	6%[57.1 µM]	-9%	0%	17%
COc1ccc(OC)c(C(=O)NC(CC(N)=O)c2ccc(N3CCC(N4CCCCC4)CC3)c([N+](=O)[O-])c2)c1 (stereo unspecified)	6%	-9%	-15%	11%	4%	5%[57.1 µM]	-14%	2%	31%
COCC(=O)N1CCC(Oc2ccc(C(=O)N3CCCCC3COC)cc2)CC1 (stereo unspecified)	-3%	5%	19%	32%	-3%	-9%	-3%	-4%	22%
CCc1ccc(-n2nc3ccc(NC(=O)c4ccc(C#N)cc4F)cc3n2)cc1	1%	4%	0%	-6%	3%	19%	-2%	1%	41%[activator]
Cc1ccc([N+](=O)[O-])cc1NC(=S)NCCc1ccccc1	12%	3%	398%[activator]	-24%	13%	-5%	-24%	?	27%
Cc1ccc(S(=O)(=O)N2CCC(C(=O)OCC(=O)N3CC(C)CC(C)C3)CC2)cc1C (stereo unspecified)	0%	-10%	-11%	23%	-11%	-11%[57.1 µM]	-4%	0%	41%[activator]
COc1ccc(CNC(=O)C(c2ccco2)N(C(=O)Cc2cccs2)c2cccnc2)cc1 (stereo unspecified)	-1%	2%	-1%	-8%	-3%	21%[57.1 µM]	-8%	14%	?
O=C(CN1CCC(NC(=O)c2cccc(F)c2)CC1)NCc1cccs1	3%	9%	-9%	11%	9%	15%	-15%	-3%	31%
CCc1ccc(NC(=O)CSc2n[nH]c(C)c2[N+](=O)[O-])cc1	-3%	0%	-14%	-5%	.	-9%	2%	13%	41%
CCOc1cc(/C=N/NC(=O)CN2CCOCC2)ccc1OCc1ccccc1	0%	6%	-9%	-2%	-4%	-17%	-21%	4%	12%
COc1ccc(CC(=O)Nc2sc3c(c2C(=O)Nc2cccc(Cl)c2)CCCCC3)cc1	-4%	7%	-6%	0%	0%	-17%	-20%	10%	2%
O=C(Oc1c(-c2ccccc2Cl)oc2ccccc2c1=O)c1ccc(Cl)cc1	-10%	6%	-1%	7%	3%	12%	-15%	-4%	25%
O=C(c1ccc2c(c1)N(Cc1ccccc1)C(=O)c1ccccc1S2(=O)=O)N1CCCC1	.	8%	-6%	-28%	4%	-9%	-18%	2%	37%[activator]
COc1ccc(CCN(/C=C2\Sc3ccccc3C2=O)C(C)=O)cc1OC	2%	40%	0%	-33%	61%[activator]	-20%	-26%	-4%	22%
CN1CCN(S(=O)(=O)c2ccc(NS(=O)(=O)c3ccccc3)cc2)CC1	-7%	0%	?	3%	2%	-9%	-8%	-2%	34%
CCNc1nc(NCC)nc(NS(=O)(=O)c2ccc(N)cc2)n1	5%	4%	-28%	8%	-2%	2%[57.1 µM]	-11%	1%	31%
Cc1ccc(SC(=O)COc2ccccc2C)cc1	9%	10%	0%[57.4 µM]	-50%	-2%	?	202%[activator]	0%	286%
Cc1cccc(N2CCN(S(=O)(=O)c3cc4c(cc3Cl)NC(=O)CO4)CC2)c1C	-10%	0%	27%	-13%	7%	12%[57.1 µM]	-9%	21%	48%
N=c1c2c3c(sc2ncn1N)CCCCC3	4%	.	-9%	-21%	-10%	-12%	-3%	-1%	52%[activator]
CC(=O)Cc1nsc(NC(=O)c2ccc(-c3cc(Cl)ccc3Cl)o2)n1	i	5%	7%	-35%	-22%	3%	-4%	35%[activator]	40%[activator]
Cn1cc(S(=O)(=O)N2CCN(C(=O)c3ccco3)CC2)c(=O)n(C)c1=O	-8%	-11%	-9%	-9%	12%	-1%[57.1 µM]	-8%	3%	40%[activator]
C=CCN(CC=C)S(=O)(=O)c1ccc(NC(=S)NC(=O)C2CC2)cc1	-2%	1%	?	-1%	10%	?	-20%	?	26%
CCOC(=O)N1CCC(NC(=O)c2cc3c(=O)n(C)c4ccccc4c3n2C)CC1	0%	-2%	247%[activator]	-54%	-10%	-13%[57.1 µM]	-11%	?	44%[activator]

3 structures out of the list, ordered by molar mass, rising:
SMILES	PGK inhibitor	GLS inh	12-LOX inh	RGS4 inhibitor	ERG Ets-DNA blk	TrxR1 inh	JMJD2A Tudor inh	Pin1 inhibitor	HP1b chromo inh
Cc1ccc([N+](=O)[O-])cc1NC(=S)NCCc1ccccc1	12%	3%	398%[activator]	-24%	13%	-5%	-24%	?	27%
CCOc1cc(/C=N/NC(=O)CN2CCOCC2)ccc1OCc1ccccc1	0%	6%	-9%	-2%	-4%	-17%	-21%	4%	12%
CC(=O)Nc1cc(C(=O)Nc2ccc3c(c2)N(C)C(=O)c2ccccc2S3)ccc1C	0%	0%	?	-4%	11%	6%[57.1 µM]	-9%	0%	17%

Further records
SMILES	PGK inhibitor	GLS inh	12-LOX inh	RGS4 inhibitor	ERG Ets-DNA blk	TrxR1 inh	JMJD2A Tudor inh	Pin1 inhibitor	HP1b chromo inh
COc1cc(NC(=O)c2ccccc2)c(C)cc1NC(=O)CC(CC(=O)O)c1ccccc1 (stereo unspecified)	-3%	6%	.	10%	-10%	6%	-3%	-6%	5%
CCc1cccc(NC(c2nnc(-c3ccccc3)o2)c2ccc(F)cc2Cl)c1 (stereo unspecified)	9%	4%	0%	?	2%	14%[57.1 µM]	3%	1%	25%
CCOc1ccc(CNC(=O)Cc2ccc(NC(=O)N3CCCCc4ccccc43)cc2)cc1OC	5%	-4%	-22%	7%	2%	-2%[57.1 µM]	-18%	-2%	25%
COc1ccc(C(=O)N2CCCCC2)cc1S(=O)(=O)Nc1ccccc1	10%	17%	0%	-3%	.	16%	-4%	-3%	29%
O=C(Nc1ccc2c(c1)OCCO2)C(=O)NC1CC1	-2%	-3%	-18%	1%	6%	-19%	-4%	0%	26%
O=C(O)CCC(=O)N1N=C(c2ccc(Br)cc2)CC1c1cccs1 (stereo unspecified)	-3%	-9%	1%	-3%	3%	11%	-3%	-5%	46%[activator]
O=S(=O)(c1cccc(C(F)(F)F)c1)n1c(/C=C/c2ccccc2)nc2ccccc21	i	5%	1%	4%	-9%	23%[57.1 µM]	-9%	-2%	23%
CCOC(=O)c1sc2c(c1C)c(=O)n(CCO)c(=O)n2Cc1ccccc1	.	-2%	-8%	1%	19%	19%	4%	6%	60%[activator]
CCCCCCC(=O)N1CCCC(c2nc(-c3cccc(OC)c3)no2)C1 (stereo unspecified)	0%	1%	-20%	-4%	4%	6%	111%[activator]	-2%	129%[activator]
CCOC(=O)c1c(C)n(C)c2cc(Br)c(OC)cc12	5%	2%	-7%	7%	1%	16%[57.1 µM]	8%	4%	42%[activator]
CCCN1CCN(C2CCCCC2NS(=O)(=O)c2ccccc2)CC1 (stereo unspecified)	-2%	1%	.	-17%	8%	15%	-6%	-10%	34%
CSc1ccc(Cl)c(C(=O)OCC(=O)N2CC(C)OC(C)C2)c1 (stereo unspecified)	5%	-9%	186%[activator]	-15%	2%	-7%	-2%	-4%	35%
O=S(=O)(Nc1nc2ccccc2nc1Cl)c1cccc(C(F)(F)F)c1	-7%	5%	-7%	15%	-7%	14%[57.1 µM]	-14%	1%	-5%
Cc1nc(Nc2ccccc2)sc1-c1ccccc1	-6%	18%	?	-12%	2%	-8%	-29%	-1%	1%
CSc1nc2[nH]c3c(c2c2ncnn12)CCCC3	-3%	17%	10%	-12%	-15%	12%[57.1 µM]	-14%	0%	4%
Cc1ccc(S(=O)(=O)N[C@@H](CC(C)C)C(=O)N2CCC(C(=O)N[C@H](C(=O)O)C(C)C)CC2)cc1	2%	1%	10%	-17%	-5%	5%	-11%	-11%	17%

Results in RGS4 inhibitor, GLS inh and JMJD2A Tudor inh, for 7 of the compounds above:
Molecule	RGS4 inhibitor	GLS inh	JMJD2A Tudor inh
CCOC(=O)c1c(C)n(C)c2cc(Br)c(OC)cc12	7%	2%	8%
CSc1ccc(Cl)c(C(=O)OCC(=O)N2CC(C)OC(C)C2)c1 (stereo unspecified)	-15%	-9%	-2%
COc1cc(NC(=O)c2ccccc2)c(C)cc1NC(=O)CC(CC(=O)O)c1ccccc1 (stereo unspecified)	10%	6%	-3%
CCOc1ccc(CNC(=O)Cc2ccc(NC(=O)N3CCCCc4ccccc43)cc2)cc1OC	7%	-4%	-18%
O=S(=O)(c1cccc(C(F)(F)F)c1)n1c(/C=C/c2ccccc2)nc2ccccc21	4%	5%	-9%
O=C(O)CCC(=O)N1N=C(c2ccc(Br)cc2)CC1c1cccs1 (stereo unspecified)	-3%	-9%	-3%
CCCCCCC(=O)N1CCCC(c2nc(-c3cccc(OC)c3)no2)C1 (stereo unspecified)	-4%	1%	111%[activator]
